Screening data from PubChem BioAssay.
D3 ag – qHTS of D3 Dopamine Receptor Agonist: qHTS; AID 652048, 2013; D(3) dopamine receptor (Homo sapiens), P35462; actives 0.58% (n = 410,000); D3R DiscoveRx beta-arrestin cells, luminescence, 90 min; max activation, %; in the data active = max activation above about 30%; note: 0% is about no effect; mostly tested at two doses, the higher about 12 µM
Target sequence (P35462 whole entry, looked up): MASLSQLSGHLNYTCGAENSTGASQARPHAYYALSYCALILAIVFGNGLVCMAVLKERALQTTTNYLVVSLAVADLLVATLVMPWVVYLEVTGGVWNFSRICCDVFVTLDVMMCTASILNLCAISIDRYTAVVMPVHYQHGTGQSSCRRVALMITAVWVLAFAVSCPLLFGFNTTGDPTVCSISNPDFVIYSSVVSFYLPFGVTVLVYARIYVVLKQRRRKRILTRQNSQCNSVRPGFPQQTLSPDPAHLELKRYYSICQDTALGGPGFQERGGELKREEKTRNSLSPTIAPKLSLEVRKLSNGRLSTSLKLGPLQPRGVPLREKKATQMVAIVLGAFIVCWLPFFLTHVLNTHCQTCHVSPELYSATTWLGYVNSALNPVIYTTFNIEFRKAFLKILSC
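Cells at 1500/well, incubated overnight, then treated with pinned compounds (dopamine as control) for 90 min at 37 degrees C. DiscoveRx reagent added for 30 - 60 minutes at room temperature; luminescence read.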
SW480 rerep – A quantitative high throughput screen for small molecules that induce DNA re-replication in SW480 colon adenocarcinoma cells; SW480 DNA re-replication, Hoechst DNA content imaging, 48 h; actives 1.8% (n = 340,000); Potency, µM (series often up to 46.1 µM), inactives show at the top dose re-replication activation, usual class: activators; AID 624297, 2012; note: potency is the fitted concentration of half-maximal effect; % of control where 0% means no effect; nearly all actives have a fitted effect of over 55% in size
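First, 250 cells per well were seeded. Next, compound or vehicle (23 nL) was pinned in, plates sat 48 hr at 37 C. Finally Hoechst was added for 40 min before fluorescence scanning.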
GLP1R ag – qHTS of GLP-1 Receptor Agonists; Glucagon-like peptide 1 receptor (Homo sapiens), P43220; HEK293 GLP-1R CRE-luciferase, luminescence, 4-6 h; cells express a hypersensitive GLP-1R form; Potency, µM (top dose mostly 45.6 µM), inactives show at the highest dose activation, actives largely listed as activators; actives 0.007% (n = 380,000); AID 624172, 2012; note: potency is the fitted concentration of half-maximal effect; % of control where 0% means no effect
Target sequence (P43220 whole entry, looked up): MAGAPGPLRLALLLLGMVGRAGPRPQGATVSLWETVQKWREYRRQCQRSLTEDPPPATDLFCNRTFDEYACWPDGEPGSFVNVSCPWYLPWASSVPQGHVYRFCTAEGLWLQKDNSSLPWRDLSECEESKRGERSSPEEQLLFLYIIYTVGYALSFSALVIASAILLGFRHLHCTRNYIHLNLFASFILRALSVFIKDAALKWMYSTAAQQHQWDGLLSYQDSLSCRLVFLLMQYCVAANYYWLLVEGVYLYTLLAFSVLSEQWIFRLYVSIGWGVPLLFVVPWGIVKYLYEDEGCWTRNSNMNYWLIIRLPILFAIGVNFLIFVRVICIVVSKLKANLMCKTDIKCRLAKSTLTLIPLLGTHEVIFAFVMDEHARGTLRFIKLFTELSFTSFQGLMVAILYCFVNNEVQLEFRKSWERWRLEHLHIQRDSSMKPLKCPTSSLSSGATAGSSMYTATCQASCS
KB-V1 cytotox – qHTS assay for MDR1-selective chemotherapeutics: Primary screen using the drug-selected MDR subline cells KB-V1; KB-V1 MDR cells viability, CellTiter-Glo, 72 h; Potency, µM (doses to about 46.1 µM), for the others: at the highest dose activity change, negative = cytotoxicity, most hits filed as cytotoxic; AID 1347076, 2019; actives 3.4% (n = 400,000); note: potency is the fitted concentration of half-maximal effect; % is set by controls: 0 for no effect and ±100 for the full control effect; nearly all actives have a fitted effect of over 60% in size
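KB-V1 cells (P-gp-expressing MDR subline of KB-3-1) in phenol-red-free DMEM with 10% FBS were exposed to library compounds over a concentration series for 72 h at 37 degrees C. Viability read by CellTiter-Glo luminescence; concentration-effect curves fitted after normalization.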
IL-1B inflam inh – qHTS for Inhibitors of Inflammasome Signaling: IL-1-beta AlphaLISA Primary Screen; THP-1 LPS/ATP IL-1B secretion, AlphaLISA, 16 h; stronger effect = lower value; activity change, % at 57.5 µM; actives 4.7% (n = 360,000); in the data active = activity change below about -50%; inconclusive = mostly about -30% to -49%; note: % is set by controls: 0 for no effect and ±100 for the full control effect
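Secreted IL-1B measured by AlphaLISA bead assay after 16 h compound exposure of THP-1 cells; compounds (final up to 57.5 uM) added 1 h before LPS (250 ng/mL) and ATP (1.25 mM) stimulation; lower signal means less secretion.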
HT1080-NT tox – qHTS for induction of synthetic lethality in tumor cells producing 2HG: qHTS for the HT-1080-NT fibrosarcoma cell line | AID 686970, 2013 | actives 1.6% (n = 360,000) | Potency, µM (highest dose often 46.1 µM), inactives show at the top dose activity, negative = less viability, most hits filed as cytotoxic | HT-1080-NT fibrosarcoma viability, CellTiter-Glo ATP luminescence, 48 h;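 note: NT is the 2HG producing partner of a matched IDH1 knockdown line; potency is the fitted concentration of half-maximal effect; 0% = DMSO-treated cells and -100% = media-only wells without cells; nearly all actives have a fitted effect of over 55% in size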
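750 cells/well, RPMI + 5% FBS; 2 h settle, compound pin-transfer, 48 h at 37 degrees C. CellTiter-Glo 10 min RT, luminescence. Normalized to DMSO and media-only wells.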
HT1080 IDH1KD tx – qHTS for induction of synthetic lethality in tumor cells producing 2HG: qHTS for the HT-1080-IDH1KD cell line; Potency, µM (highest dose often 46.1 µM), inactives show top-dose activity, negative = toxicity, usual class: cytotoxic; HT-1080 IDH1 knockdown viability, ATP luminescence, 48 h; actives 2% (n = 360,000); AID 686971, 2013;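 note: potency is the fitted concentration of half-maximal effect; 0% = DMSO wells and -100% = cell-free medium wells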
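IDH1KD HT-1080 cells, 750/well, RPMI + 5% FBS; compound pinned after 2 h settling; 48 h, 37 °C; CellTiter-Glo luminescence; % activity normalised to DMSO and no-cell wells; curves fitted, classed by r2 and efficacy.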
KB-3-1 tox – qHTS assay for MDR1-selective chemotherapeutics: Primary screen using the parental adenocarcinoma cell KB-3-1 | KB-3-1 viability, CellTiter-Glo ATP luminescence, 72 h | Potency, µM (series often up to 46.1 µM), inactives show at the top dose activity change, negative = cytotoxic, actives largely listed as cytotoxic | actives 1.4% (n = 400,000); note: potency is the fitted concentration of half-maximal effect; % is set by controls: 0 for no effect and ±100 for the full control effect; nearly all actives have a fitted effect of over 60% in size
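Viability of parental KB-3-1 cells, measured by CellTiter-Glo luminescence, followed a 72 h incubation at 37 °C with pinned compounds in phenol-red-free DMEM containing 10% FBS.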
DRD3 antagonist – qHTS of D3 Dopamine Receptor Antagonist: qHTS. D(3) dopamine receptor (Homo sapiens), P35462. D3R cells, DiscoveRx beta-arrestin luminescence, antagonist mode; stronger effect = lower value. max response, negative = inhibition, %. actives 2.5% (n = 360,000). AID 652054, 2013; in the data active = max response below about -50%; inconclusive = no clear call, values can overlap the other calls; note: % is set by controls: 0 for no effect and ±100 for the full control effect; mostly tested at two doses, the higher about 12 µM
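Cells expressing the human receptor were seeded at 1500 cells/well, incubated overnight at 37 degrees C in 5% CO2, then exposed to library compounds with dopamine controls for 90 minutes at 37 degrees C before luminescent detection.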
Numbers without * were called inactive; ? = inconclusive; / = no result given; [ ] = another dose, or the depositor's remark. Unless noted, calls come from the whole dose curve; as a rule, active = well fitted curve in the direction sought with a large enough effect; inconclusive = small, poorly fitted or top-dose-only effect, or another doubt; inactive = no such curve, though single readings can be large; an effect the other way counts as inactive or inconclusive.

SMILES	D3 ag	SW480 rerep	GLP1R ag	KB-V1 cytotox	IL-1B inflam inh	HT1080-NT tox	HT1080 IDH1KD tx	KB-3-1 tox	DRD3 antagonist
Cc1cc(C)c(C#N)c(Oc2ccccc2Br)n1	6	-6%	18%	?	36	0%	2%	11%	0
COCCNC(=O)c1cc2c(c(-c3cccc(C#Cc4ccc(OC)c(OC)c4)c3)n1)[C@H](CCO)N(S(=O)C(C)(C)C)C2 (stereo partly drawn)	2	/	6%	0%	-20	?	?	0%	31
COc1ccc(CN(C#N)c2nc(SC)nc(N(C)C)n2)cc1	6	2%	14%	3%	-11	-11%	-15%	0%	114
COc1ccc(-c2cc(=O)oc3cc(OCC(=O)Nc4ccccn4)ccc23)cc1	5	?	5%	-16%	-4	-1%	5%	12%	2
Cc1cccc(C(=O)OCC(=O)c2c(C)[nH]c3ccccc23)c1O	15	-19%	4%	3%	0	-8%	-6%	-13%	44
COc1cc2c(cc1OC)C(COc1ccccc1OC)N(C(=O)c1ccccc1OC)CC2 (stereo not drawn)	1	/	12%	0%	/	/	/	-7%	/
O=C(Nc1nc2ccc(S(=O)(=O)N3CCCC3)cc2s1)c1cccs1	1	-1%	1%	25%	29	0%	1%	14%	0
COc1ccc(NC(=O)Cn2c(C)cc(=O)c3cccc(OC)c32)cc1	-4	2%	2%	0%	44	-11%	3%	-10%	24
O=C(NCc1cccc(Br)c1)C1CC(c2ccccc2C(F)(F)F)=NO1 (stereo not drawn)	-18	-35%[inhibitor][9.22 µM]	12%	?	-5	?	?	?	-21
COC(=O)[C@H]1C[C@H](OC(=O)NC2CC2)[C@@]2(O)CN(S(=O)(=O)c3ccc(C)cc3)CC2[C@H]1C(=O)OC (stereo partly drawn)	-14	/	-2%	-2%	-13	-13%	-23%	?	-18
N#CC(=Cc1ccncc1)c1ccccc1	2	-4%	13%	13µM*	-74*	11%	11%	?	-2
Oc1ccc(/C=N/NC(=S)NCc2ccco2)cc1	4	-5%	0%	6%	-14	10%	14%	6%	11
O=C(c1ccc(F)cc1)c1ccc(OCC(=O)N2CCOCC2)cc1	5	1%	6%	1%	70	-3%	4%	-4%	-4
Fc1cc(F)nc(NCc2ccccc2)n1	37*	-29%	0%	?	14	0%	0%	11%	12
COc1ccc(C(=O)COC(=O)c2sc(C)nc2C)cc1F	-10	-2%	6%	/	-10	0%	0%	/	-12
CCC(=NC(CC)CO)C1=C(O)CC(C)(C)CC1=O (stereo not drawn)	-1	-10%	7%	6%	5	-5%	4%	10%	6
COc1cc(C(=O)NCC(=O)OCc2cc(=O)oc3c(C)c(C)ccc23)cc(OC)c1OC	1	1%	4%	7%	51	0%	14%	18%	12
CCN(CC)CCN(C(=O)c1cc2ccccc2cc1OC)c1nc2ccc(OC)cc2s1	-3	24%	-7%	0%	?	?	?	-4%	-7
CC(=O)Nc1cccc(-n2nnc(SCC(=O)Nc3ccc(F)c(Cl)c3)n2)c1	-5	-8%	3%	-21%	/	-1%	1%	-13%	-11
O=C(Nc1ccccc1Cl)c1ccc2c(=O)n3c(nc2c1)CCC3	-3	-5%	1%	0%	-3	2%	-4%	-7%	-18
COCCCn1c(SCC(=O)Nc2ccccc2)nnc1-c1ccncc1	0	-5%	-9%	4%	-20	9%	2%	1%	-2
CC(=O)C1=C(c2ccccc2)OC(N)=C(C#N)C1c1ccccc1C (stereo not drawn)	5	-6%	-1%	2%	-6	10%	6%	11%	-3
CCC(C)NC(=O)N1c2ccccc2Sc2ccccc21 (stereo not drawn)	-8	6%	4%	?	-14	-7%	-3%	-18%	0
c1ccc(NC2=NCCN2CCCC2CCCCC2)cc1	-67	0.26µM*	0%	-1%	-61*	-27%	-27%	-14%	?
O=C(O)CC(NC(=O)C(c1ccccc1)c1ccccc1)c1cccc([N+](=O)[O-])c1 (stereo not drawn)	5	-1%	-2%	18%	41	10%	-1%	4%	1
COc1ccccc1NC(=O)c1ccc(SCC(=O)NCc2ccccc2Cl)c([N+](=O)[O-])c1	-7	?	5%	-27%	15	-12%	-11%	-1%	-21
CCOc1ccc(S(=O)(=O)NCCC(=O)N2CCN(c3ncccn3)CC2)cc1	5	-10%	-7%	18µM*	0	3%	-3%	-1%	5
COc1ccc(N(C(=O)Cn2nnc3ccccc32)C(C(=O)NCc2ccco2)c2ccc(C)o2)cc1 (stereo not drawn)	2	14%	-10%	12%	-12	13%	5%	-5%	-5
Cc1noc(C(=O)Nc2cccnc2Cl)c1Cl	1	13%	10%	13%	33	-1%	14%	15%	0
O=C(OCC(=O)N1CCOCC1)c1ccc2ccccc2c1O	3	-2%	2%	2%	19	10%	6%	14%	12
C/C(=N/NC(=O)C(C)n1nc(C)c([N+](=O)[O-])c1C)c1ccc(OCC(N)=O)cc1 (stereo not drawn)	5	?	13%	0%	29	12%	8%	?	5
COc1ccc(N(C)C(=O)c2cc3c(Cl)nc4ccccc4c3s2)cc1	66*	3%	7%	7%	-68*	-21%	-4%	3%	15
Cc1ccc(-c2nc3ccc(C)cn3c2Cc2ccccc2C(F)(F)F)cc1	-16	/	-1%	?	-28	?	?	?	-13
CCn1cc(C2=NOC(C(=O)Nc3ccc4c(c3)OCO4)C2)c(C)n1 (stereo not drawn)	0	-6%	1%	7%	0	-1%	6%	7%	16
Cc1ccc(OC(=O)CN2C(=O)c3ccccc3C2=O)cc1C	11	-5%	14%	0%	38	5%	1%	2%	3
CCc1ccc(N(CC(=O)NC(C)(C)C)C(=O)CCC(=O)Nc2ccccn2)cc1	5	?	4%	-15%	-1	-1%	5%	-7%	3

Some of the entries so far, field by field:
mol: O=C(OCC(=O)N1CCOCC1)c1ccc2ccccc2c1O
  D3 ag: 3
  SW480 rerep: -2%
  GLP1R ag: 2%
  KB-V1 cytotox: 2%
  IL-1B inflam inh: 19
  HT1080-NT tox: 10%
  HT1080 IDH1KD tx: 6%
  KB-3-1 tox: 14%
  DRD3 antagonist: 12
mol: C/C(=N/NC(=O)C(C)n1nc(C)c([N+](=O)[O-])c1C)c1ccc(OCC(N)=O)cc1 (stereo not drawn)
  D3 ag: 5
  SW480 rerep: ?
  GLP1R ag: 13%
  KB-V1 cytotox: 0%
  IL-1B inflam inh: 29
  HT1080-NT tox: 12%
  HT1080 IDH1KD tx: 8%
  KB-3-1 tox: ?
  DRD3 antagonist: 5

New compounds follow:
SMILES	D3 ag	SW480 rerep	GLP1R ag	KB-V1 cytotox	IL-1B inflam inh	HT1080-NT tox	HT1080 IDH1KD tx	KB-3-1 tox	DRD3 antagonist
CCOC(=O)N1CCN(C(=O)C[C@@H]2C[C@@]3(C(=O)OCC)CCC=C3N(Cc3ccccc3)C2=O)CC1	-1	/	-4%	?	-3	21%	15%	3%	2
CCC1CCCCN1C(=O)CCC(=O)Nc1nnc(C(F)(F)F)s1 (stereo not drawn)	9	-7%	-2%	5%	5	-3%	-7%	-5%	10
CCN(CC)c1ccc(/C=N/Nc2nc3ccccc3[nH]2)cc1	-2	21µM*	26%	24%	-85*	?	?	0%	?
COC(=O)c1ccc(CNC(=O)N2CCN(S(=O)(=O)c3ccc(C)cc3)CC2)cc1	3	10%	14%	?	5	4%	6%	0%	-10
CCn1ncc(Br)c1C(=O)Nc1cc([N+](=O)[O-])ccc1C	5	-78%[inhibitor]	1%	16µM*	-9	5%	4%	?	-3
Cc1ccc(CNC(=O)Nc2cn(CC(C)C)c(=O)c3ccccc23)cc1	1	/	15%	0%	/	/	/	-4%	/
CN1CCN(S(=O)(=O)c2ccc(NC(=O)C3CCCO3)cc2)CC1 (stereo not drawn)	-6	-8%	-9%	18%	25	5%	6%	8%	12
O=C(COc1cccc2cccnc12)Nc1cccc(S(=O)(=O)N2CCCC2)c1	-2	-16%	2%	?	-29	1%	3%	-9%	0
COc1ccc(Cn2cc(CN3CCOCC3)nn2)cc1	4	/	1%	10%	-27	25%	3%	0%	9
CC(=O)NS(=O)(=O)c1cccnc1Nc1ccc(Cl)c(Cl)c1	3	6%	-17%	0%	11	-9%	-6%	9%	-8
CCc1ccc(C(C(=O)NC2CCCC2)N(Cc2cccnc2)C(=O)c2csnn2)cc1 (stereo not drawn)	0	-5%	13%	?	10	0%	1%	-5%	-11
CCN(CC(=O)Nc1ccc(NC(C)=O)cc1)C(=O)/C=C/c1cn(-c2ccccc2)nc1-c1cccs1	-8	5%	13%	18%	?	-9%	-9%	-7%	13
COc1cc(-c2nc3n(n2)C(c2ccc(F)cc2)C2=C(CCCC2=O)N3)cc(OC)c1OC (stereo not drawn)	11	1%	4%	-1%	?	-15%	-27%	6%	10
O=C(NCc1cccnc1)C1COc2ccccc2O1 (stereo not drawn)	-6	-2%	-2%	16%	12	6%	2%	5%	-1
Cc1ccc(S(=O)(=O)N2Cc3ccccc3CC2C(=O)Nn2cnnc2)cc1 (stereo not drawn)	3	-12%	-13%	11%	17	7%	9%	-2%	-13
COC(=O)C1=CN(Cc2ccc(OC)c(OC)c2)C=C(C(=O)OC)C1c1cccc(OC)c1OC	-3	?	32%	4%	-7	-8%	0%	2%	1
Cc1cccc2cc(CNCC3CCCO3)c(Cl)nc12 (stereo not drawn)	2	1%	7%	?	0	1%	-2%	-5%	-28
CN(C)c1ccc(/C=N/O)cc1	2	4%	2%	6%	6	19%	12%	-6%	-10
